# BoNT-A LC inh2: BoNT/A light chain protease inhibitors, primary screen, biochemical, flow cytometry, MLPCN library | Botulinum neurotoxin type A light chain protease (Clostridium botulinum A str. ATCC 3502) | multiplex microsphere protease substrate cleavage | 0.17% of 360,000 active | inhibition, % at 10 µM; in the data active means inhibition above about 30%; inconclusive means no clear call, values can overlap the other calls; further: plate controls were buffer without enzyme for full effect and enzyme alone for no effect
# FadD28 FP inh: inhibitors of FadD28 bisubstrate probe binding, primary screen, biochemical, fluorescence polarization, single point | Mycobacterium tuberculosis FadD28 fatty-acid-AMP ligase | inhibition, % at 12.5 µM | 0.22% of 360,000 active | AID 588549, 2011; in the data active means inhibition above about 8.5%, passing the limit was not always enough; inconclusive means no clear call, values can overlap the other calls
# PrPC surface inh: inhibitors of human cell surface prion protein PrPC, primary screen, cell-based, TR-FRET; 0.43% of 370,000 active; inhibition, % at 13.8 µM; TR-FRET read-out; in the data active means inhibition above about 24%; further: 0% = median of the test wells and 100% = reference compound wells
# FBA Mtb inh: Mtb FBA enzyme inhibitors, primary screen, biochemical, fluorescence, strain H37Rv; Fructose-bisphosphate aldolase (Mycobacterium tuberculosis (strain ATCC 25618 / H37Rv)), …; purified M. tuberculosis FBA, fluorescence read-out; inhibition, % at 1 µM; 2.3% of 360,000 active; AID 588726, 2011; in the data active means inhibition above about 27%;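 further: 0% = vehicle and 100% = reference inhibitor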
# Target sequence (P9WQA3 whole entry, looked up): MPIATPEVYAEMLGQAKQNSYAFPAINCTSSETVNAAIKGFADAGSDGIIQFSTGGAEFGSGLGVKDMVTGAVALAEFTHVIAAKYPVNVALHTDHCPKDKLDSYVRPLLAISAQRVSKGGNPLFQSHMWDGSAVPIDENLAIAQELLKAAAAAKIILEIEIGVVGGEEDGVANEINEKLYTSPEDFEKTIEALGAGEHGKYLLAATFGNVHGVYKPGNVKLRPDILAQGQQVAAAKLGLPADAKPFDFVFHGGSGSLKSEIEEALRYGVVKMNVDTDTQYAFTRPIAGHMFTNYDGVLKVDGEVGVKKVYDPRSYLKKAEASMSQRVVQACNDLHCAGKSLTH
# CCHFV vOTU inh: CCHFV vOTU protease inhibitors, primary screen, biochemical, Pep-AMC substrate, fluorescence; Crimean-Congo hemorrhagic fever virus L polyprotein viral ovarian tumor (vOTU) protease …; inhibition, % at 11.5 µM; 0.55% of 370,000 active; further: 0% = vehicle wells with enzyme and 100% = no enzyme wells
# BioA inh: M. tuberculosis BioA enzyme inhibitors, primary screen, biochemical, plate reader, single point, HTS | inhibition, % at 9.99 µM | 7,8-diaminopelargonic acid synthase BioA (Mycobacterium tuberculosis) | AID 602481, 2012 | purified M. tuberculosis BioA enzyme | 0.096% of 360,000 active; in the data active means inhibition above about 40%; inconclusive means no clear call, values can overlap the other calls
# GDH-TPI inh: GDH-TPI coupling enzyme inhibitors, primary screen, artefact control for M. tuberculosis FBA inhibitor project, biochemical, absorbance, full deck; inhibition, % at 4.8 µM; GDH-TPI coupled enzyme counterscreen, NADH absorbance; 1.2% of 360,000 active;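 further: 0% = DMSO wells and 100% = wells lacking the enzyme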
# UGM FP inh: M. tuberculosis UGM enzyme inhibitors, primary screen, biochemical, fluorescence polarization, single point; purified UGM, fluorescence polarization probe displacement; inhibition, % at 10 µM; 0.06% of 320,000 active; AID 504406, 2011; in the data active means inhibition above about 10%, passing the limit was not always enough; inconclusive means no clear call, values can overlap the other calls
# Target sequence (P9WIQ1 whole entry, looked up): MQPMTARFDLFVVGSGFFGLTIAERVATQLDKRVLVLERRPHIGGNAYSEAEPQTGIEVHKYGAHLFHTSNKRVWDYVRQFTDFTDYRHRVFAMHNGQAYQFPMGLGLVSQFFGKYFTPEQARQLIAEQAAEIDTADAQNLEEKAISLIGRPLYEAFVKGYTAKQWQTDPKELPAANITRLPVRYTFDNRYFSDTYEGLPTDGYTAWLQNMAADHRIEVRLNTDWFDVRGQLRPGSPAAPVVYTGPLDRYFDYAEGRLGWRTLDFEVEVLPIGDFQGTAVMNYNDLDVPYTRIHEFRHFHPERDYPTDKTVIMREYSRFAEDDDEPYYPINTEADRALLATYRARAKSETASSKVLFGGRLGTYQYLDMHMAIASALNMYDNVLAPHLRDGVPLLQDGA
# BoNT F protease: BoNT/F light chain protease inhibitors, primary screen, biochemical, flow cytometry, MLPCN library | Botulinum neurotoxin type F light chain protease (Clostridium botulinum) | Multiplex microsphere protease cleavage assay | inhibition, % at 10 µM | 0.22% of 360,000 active | AID 588497, 2011; in the data active means inhibition above about 35%, passing the limit was not always enough; inconclusive means no clear call, values can overlap the other calls; further: plate controls were buffer without enzyme for full effect and enzyme alone for no effect
# The depositor's hits bear a star; u = inconclusive; x = no result given; & = joins results of further samples. Unless noted, no stated cut-off is given here; in the data, active means inhibition above about 30%; inactive means the rest.
SMILES,BoNT-A LC inh2,FadD28 FP inh,PrPC surface inh,FBA Mtb inh,CCHFV vOTU inh,BioA inh,GDH-TPI inh,UGM FP inh,BoNT F protease
O=C(Nc1ccccc1)C1=C[C@H](c2csc3ccccc23)C[C@H](OCc2ccc(CO)cc2)O1,-0.6,-3.2,3,-1,5,-4.5,5,-2.1,-7
O=C(Nc1ccccc1)Nc1nnc(Cc2ccc(F)cc2)s1,-3.7,-3.3,5,-2,-9,0.3,2,0.6,10
O=C(NCCc1ccccc1)C1CCN(C(=O)c2ccc([N+](=O)[O-])cc2)CC1,-0.1,0.2,-14,6,0,x,12,2.9,-2
CC(C)C(=O)Nc1nnc(SCC(=O)NCc2cccs2)s1,3.1,0.3,-3,0,-7,-0.6,-4,-0.9,25
CC(=O)N1CCN(S(=O)(=O)c2cccc(C(=O)NC3CCCC3)c2)CC1,0.0,-2.5,-1,-1,-3,-0.4,-3,-2.7,-2
CCCN1C(=S)SC(C)(C)C1/[N+]([O-])=C/c1cccnc1 (stereo not drawn),-0.8,-0.8,-2,2,7,-2.4,12,1.7,-1
CC12CCC(C(=O)Nc3cc(Cl)ccc3Cl)(C(Br)C1=O)C2(C)C (stereo not drawn),-0.9,-1.6,-5,2,8,-2.3,6,-2.0,-1
O=C(C/C=N/OCc1ccccc1F)c1cnc(-c2ccc(Cl)cc2)s1,0.9,0.8,-7,-2,12,0.0,14,-0.7,-26
CN(C)c1ccc(C(=S)N2CCCCCC2)cc1,x,0.4,9,3,5,1.7,9,-2.8,x
CC(C)(C)c1ccc(C(=O)NC(=S)Nc2nc3c(s2)CCCC3)cc1,-0.2,-1.6,0,6,10,0.4,8,-0.1,-3
N#CCCN(C(=O)CN1CCN(S(=O)(=O)c2ccc(Cl)s2)CC1)c1ccc(F)cc1,1.1,-3.7,-4,0,-3,-0.3,9,4.8,1
OCCN1CCN(c2cc(-c3ccc(CO)cc3)nc3ccnn23)CC1,-0.1,-0.3,-7,9,9,-0.6,8,x,-4
O=C(NCCc1ccccn1)c1cncc(Br)c1,-1.7,1.7,-4,0,5,-0.4,-8,-1.4,1
CCOc1ccc2nc3sc(C(=O)N4CCOCC4)c(N)c3cc2c1,13,2.4,-19,13,-6,1.2,1,0.0,0
Fc1ccc2cc(-c3ccccc3)ncc2c1,-0.4,-0.7,4,49*,-6,-1.3,21,-1.4,-4
CC1CCN(C(=O)COC(=O)CCC(=O)c2ccc(F)cc2)CC1,-0.4,1.1,-4,3,3,-1.1,11,-1.8,0
CCOC(=O)CCc1c(C)nc(SCCN2CCCC2)c(C#N)c1C,0.8,-0.4,-7,-5,-10,x,3,-2.5,15
COc1ccc(NC(=O)Nc2ccc3c(c2)CC(=O)N([C@H](C)CO)C[C@@H](C)[C@H](CN(C)C(=O)Nc2ccccc2)O3)cc1,-0.2,-0.1,-1,1,-12,-1.4&2.3,12,1.8,-2
Cc1cc(OC(C)C(=O)NCc2ccccn2)c2c(C)cc(=O)oc2c1 (stereo not drawn),-0.3,-0.7,7,103*,-20,-3.1,9,0.4,8
Cc1ccccc1NC(=S)NC(NC(=O)N(C)C)C(Cl)(Cl)Cl (stereo not drawn),-1.1,0.9,0,4,3,-2.7,14,-2.5,-6
Cc1ccc(S(=O)(=O)N(C)C)cc1NC(=O)COC(=O)COc1ccc2c(c1)CCC2,-2.2,0.1,-6,3,4,-3.1,12,0.6,-1
COc1ccccc1C(=O)NC(=S)/C=C1/N(C)c2ccccc2C1(C)C,49*,-0.8,29*,-5,3,x,6,x,4
O=C(OCC(=O)c1cccs1)c1ccc(NC(=O)c2ccco2)cc1,-1.2,0.7,1,3,0,-2.5,8,-1.4,-10
CCSc1nc2ccccc2n1CCOc1ccccc1,1.6,-2.3,-3,-1,7,2.0,-8,-1.1,u
COc1ccc2c(C)c(C(=O)N3CC[C@@H](N4CCC(O)CC4)[C@H](O)C3)oc2c1,-2.3,-1.7,-5,45*,-8,1.4,0,-0.6,-1

# Exported with two lines to a compound: entries from further up
# The line under a structure holds: BoNT-A LC inh2	FadD28 FP inh	PrPC surface inh	FBA Mtb inh	CCHFV vOTU inh	BioA inh	GDH-TPI inh	UGM FP inh	BoNT F protease
COc1ccc2c(C)c(C(=O)N3CC[C@@H](N4CCC(O)CC4)[C@H](O)C3)oc2c1
  -2.3	-1.7	-5	45*	-8	1.4	0	-0.6	-1
Fc1ccc2cc(-c3ccccc3)ncc2c1
  -0.4	-0.7	4	49*	-6	-1.3	21	-1.4	-4
O=C(NCCc1ccccn1)c1cncc(Br)c1
  -1.7	1.7	-4	0	5	-0.4	-8	-1.4	1
O=C(Nc1ccccc1)Nc1nnc(Cc2ccc(F)cc2)s1
  -3.7	-3.3	5	-2	-9	0.3	2	0.6	10
CC(C)C(=O)Nc1nnc(SCC(=O)NCc2cccs2)s1
  3.1	0.3	-3	0	-7	-0.6	-4	-0.9	25

# Next part:
SMILES,BoNT-A LC inh2,FadD28 FP inh,PrPC surface inh,FBA Mtb inh,CCHFV vOTU inh,BioA inh,GDH-TPI inh,UGM FP inh,BoNT F protease
COc1ccc(S(=O)(=O)N2CCOC2CNC(=O)C(=O)NCCc2c[nH]c3ccccc23)cc1C (stereo not drawn),-0.3,-2.9,-3,-1,0,-5.0,-4,2.3,-4
COC(=O)C1=C(C)N=C2SC(C#N)=C(N)N2C1c1ccc(OC)cc1 (stereo not drawn),-0.7,-0.2,-6,-4,2,9.9,13,0.9,-2
O=C(COC(=O)c1ccccn1)NCc1ccccc1Cl,-0.5,-2.4,-4,0,0,x,8,3.5,0
Cc1ccc(NC(=O)c2ccc(=O)[nH]n2)cc1C,-0.5,-1.2,-9,0,-4,-0.4,-3,0.1,-6
COc1ccccc1-c1cc(C(F)(F)F)nc(S(C)(=O)=O)n1,-0.1,-3.8,13,-12,3,-0.5,4,0.2,-2
Cc1cc(C)nc(SCC(=O)NNC(=O)c2ccccc2C)n1,-1.0,-2.0,-3,6,1,1.0,16,1.6,-5
N#CCC(=O)NC(=O)NCC1CC1,0.0,0.0,-6,-1,2,-1.4,-3,4.8,-5
CC(C)(C)C1CCC(=NNC(=O)C(=O)NCc2ccco2)CC1 (stereo not drawn),0.0,-0.5,-2,6,-7,x,4,-0.2,2
COc1ccccc1Nc1nc(-c2cccnc2)cs1,-4.0,1.4,7,0,13,2.9,4,1.6,u
COc1ccccc1NC=C1C(=O)OC2(CCCCC2)OC1=O,-0.1,-2.4,-1,-1,0,0.9,33*,0.3,2
CCCNC(=S)Nc1ccc(Cl)cc1Cl,-0.3,-4.0,1,-1,-12,x,-5,-4.5,5
O=C(Nc1ccc2nc3n(c(=O)c2c1)CCCCC3)C(=O)N1CCN(c2ccc(F)cc2)CC1,-0.3,-1.8,-5,0,3,0.3,-4,-0.7,4
O=C1c2ccccc2C(=O)N1CN(C(=O)COc1ccccc1)c1ccc(F)cc1,0.7,-2.7,18,-1,29,2.2,8,2.5,4
O=C(Nc1nnc(C(F)(F)F)s1)c1c(F)cccc1F,-5.7,-2.1,8,1,2,-0.6,2,1.6,u
CCC1CCCCN1C(=O)COC(=O)COc1ccc(Br)cc1 (stereo not drawn),x,-0.5,0,2,-2,-0.6,2,1.3,x
CCN(CC)S(=O)(=O)c1ccc(/C=C/C(=O)OCC(=O)NC(=O)C2COc3ccccc3O2)cc1 (stereo not drawn),0.0,-1.8,-3,-2,2,x,2,-0.2,6
O=C(NCCC1=CCCCC1)C1CCN(S(=O)(=O)c2ccccc2C(F)(F)F)CC1,3.2,-0.6,6,2,6,x,7,1.8,10
Cc1nnsc1C(=O)N1CCCC(Nc2ccc(F)c(F)c2)C1 (stereo not drawn),0.5,0.2,-3,-2,10,15,-8,-1.5,5
COc1cc2c(cc1OC)[C@@H](Cc1ccc(OCCC#N)cc1)N(C)CC2,-1.3,-1.5,-7,6,-12,1.0,-2,0.0,40*
Cc1ccc(NC(=O)CN(C)C(=O)c2ccccc2OCc2c(C)noc2C)cc1,89*,-2.6,-4,-2,4,0.8,1,-0.8,u
CN1CC(C(=O)c2cccs2)C(c2ccc(Cl)cc2)C1 (stereo not drawn),-0.2,x,-5,-3,-13,-0.9,-3,0.7,-12
CCOC(=O)N1CCN(C(=O)C2CCC(=O)N(Cc3cccc(C(F)(F)F)c3)C2)CC1 (stereo not drawn),0.7,-2.6,1,0,-1,-0.4,-7,0.1,0
O=C(CN1CCCCCC1)Nc1ccc(F)c(F)c1F,2.7,0.4,4,1,5,-0.8,5,-0.2,-4
CSc1ccc(C(=O)C2CCCN(S(=O)(=O)c3c(C)noc3C)C2)cc1 (stereo not drawn),0.6,-0.9,-1,3,9,0.1,7,-1.7,7
CCNC(=O)C1(C)CCCN(C(=O)c2c(C)noc2C)C1 (stereo not drawn),-0.4,-1.2,3,5,11,-1.1,12,x,5
# (next part)
SMILES,BoNT-A LC inh2,FadD28 FP inh,PrPC surface inh,FBA Mtb inh,CCHFV vOTU inh,BioA inh,GDH-TPI inh,UGM FP inh,BoNT F protease
CCOC(=O)C1CCCN(CCSc2ccc(C)cc2)C1 (stereo not drawn),-0.9,-2.4,0,-2,-5,-0.7,-2,-1.3,-22
N#C/C(=C\c1ccccc1O)C(=O)Nc1ccccn1,2.5,-1.1,10,13,-12,-1.8,3,5.8,-12
Cc1cc(C)c(S(C)(=O)=O)c(Oc2ccccc2C)n1,-1.6,-0.4,-5,-1,10,-0.3,-4,-0.3,-8
CCS(=O)(=O)N1CCN=C1SC(C)c1ccccc1 (stereo not drawn),1.4,-3.0,4,2,10,0.2,-4,1.0,-2
N#C/C(=C/C1=C(N2CCOCC2)C(=C/c2ccc(Cl)cc2Cl)/CC1)C(=O)Nc1ccccc1F,1.3,-2.1,-5,-2,12,x,0,x,11
O=c1[nH]nc(Cc2ccc(-c3cccc(Cl)c3)o2)c2ccccc12,-0.7,-0.1,2,-2,-10,1.4,11,1.2,-21
COc1ccc2c(C)cc(SCC#N)nc2c1,1.5,-1.9,x,2,x,-1.0,18,-0.8,-3
CCn1c(SCC(=O)Nc2sc(C)c(C)c2C#N)nnc1C(C)C,-0.8,0.4,0,1,10,1.0,9,1.2,-5
Cc1ccc(-c2nnc(N(C)C(=O)c3cccnc3)s2)cc1,0.6,-2.3,0,-2,22,x,2,-1.5,11
O=[N+]([O-])c1ccc(C2C3C(c4ccccc4)=NC4(CCCC4)N32)cc1 (stereo not drawn),-1.4,0.9,-4,2,10,-3.2,3,-4.2,-12
O=C(O)c1cc(-c2cccnc2)nc2ccc(Br)cc12,-0.6,-0.8,45*,3,-12,1.5,4,3.4,2
C=CCSc1nnc(NC(=O)c2nc(SCC)ncc2Cl)s1,-0.3,-0.1,x,-1,x,x,10,3.6,-3
Fc1ccc(CNn2cnnc2SCc2ccc(F)cc2)cc1,0.9,-0.6,-6,3,9,6.0,12,-0.2,1
N#C/C(=N\Nc1ccccc1Cl)C(=O)c1ccccc1,-1.0,2.5,-8,-6,-4,0.2,18,-1.9,2
Cn1cnc2c(=O)sc3ccccc3c21,1.4,-2.4,7,-4,-1,-1.0,2,-1.6,u
COC(=O)c1ccc(Oc2ccc(S(=O)(=O)N3CCCCC3)cc2N)cc1,-0.7,-2.7,12,4,28,0.4,-5,0.3,-14
CC(=O)c1ccccc1NC(=O)COC(=O)C1COc2ccccc2O1 (stereo not drawn),-0.5,-1.4,-6,0,-1,-1.1,8,x,-5
COc1ccc2c(c1)CCc1c(C(=O)Nc3ccc(OC)c(OC)c3)noc1-2,-1.9,-2.4,5,-2,11,x,0,-4.6,-3
CCOC(=O)C1CCN(C(=O)c2cc3cc(F)ccc3[nH]2)CC1,1.9,-1.9,4,3,-8,1.9,9,-1.3,-7

# Screening results as filed in PubChem BioAssay.
